Source: PubChem (several laboratories)
MT1-MMP act inh – blockers of MT1-MMP proenzyme processing, primary screen, HT1080 RFP-PRO-GFP cells, GFP/RFP fluorescence | Matrix metalloproteinase-14 (Homo sapiens), P50281 | GFP/RFP ratio fluorescence, overnight; percent of plate control window, DMSO zero | GFP/RFP ratio change, % at 20 µM | 360,000 compounds, 0.061% hits | AID 651647, 2012;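 active = GFP/RFP ratio change of at least 30% with cell ATP level not reduced by more than half and red fluorescence within 50% of control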; note: strong numbers were not always called active
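Read-out: GFP/RFP fluorescence ratio; Test system: RFP-PRO-GFP reporter HT1080 cells; Compound dosing: single-point 20 µM compound, 1% DMSO; Times: overnight compound exposure at 37 °C.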
MLLE-PAM2 inh – inhibitors of PABP1 MLLE–PAM2 peptide binding, primary screen, biochemical, fluorescence polarization, FITC-PAM2, GST-MLLE; inhibition, % at 20 µM; 360,000 compounds, 0.36% hits; Polyadenylate-binding protein 1 (Homo sapiens), P11940; in the data active = inhibition above about 35%, passing the limit was not always enough;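 note: plate controls were DMSO wells with GST-MLLE for no effect and wells lacking GST-MLLE protein for full effect; some results filed as inactive read as strong as hits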
Rpn11 inh – Rpn11 (PSMD14) deubiquitinase inhibitors, primary screen, biochemical, fluorescence polarization, uHTS; 26S proteasome non-ATPase regulatory subunit 14 (Homo sapiens), O00487; 360,000 compounds, 0.59% hits; calls only at 20 µM; human 26S proteasome, Ub4-pepOG fluorescence polarization; 20S core pre-blocked with epoxomicin;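 active = inhibition at 20 µM, scaled to each plate's controls, above about 33%, limit read from the data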
FAS-TE inh – FAS thioesterase domain inhibitors, primary screen, biochemical, fluorescence intensity, uHTS; recombinant FAS-TE, OMFH fluorogenic substrate, fluorescence endpoint; inhibition, % at 15 µM; 360,000 compounds, 0.67% hits; AID 602261, 2012;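 active = compounds whose normalised, plate-corrected inhibition of enzyme fluorescence in the single-dose primary screen is 50% or more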;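 note: 0% = DMSO with enzyme and 100% = substrate without enzyme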
Neddyl block – inhibitors of cullin neddylation, primary screen, biochemical, TR-FRET, uHTS, NAE and Ubc12. NEDD8-conjugating enzyme Ubc12 (Homo sapiens) + NEDD8-activating enzyme E1 regulatory …. calls only at 25 µM. 360,000 compounds, 0.58% hits. AID 651699, 2012; in the data active = inhibition above about 36%
SKN-1 inh – suppressors of acrylamide-induced Pgst-4::GFP reporter in worms, primary screen, SKN-1 inhibitor project, whole organism, uHTS, GFP/RFP fluorescence ratio, strain VP596; C. elegans VP596 Pgst-4::GFP/RFP ratio, 24 h; inhibition, % at 21.8 µM; 360,000 compounds, 0.49% hits;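 active = interference check ratio from 0.5 to 1.5 plus GFP to RFP signal ratio inhibition reaching or exceeding a fixed threshold, cut at about 30% in these data, passing the limit was not always enough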; note: some compounds called inactive have numbers as strong as hits
CSN inh – inhibitors of CSN-mediated cullin deneddylation, primary screen, biochemical, fluorescence polarization, uHTS; inhibition, % at 12.5 µM; COP9 signalosome complex subunit 5 (Homo sapiens), Q92905; AID 651999, 2013; 360,000 compounds, 0.38% hits; Purified CSN, SCF-Nedd8-OG deneddylation;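 active = pattern-corrected inhibition above about 35%, with an unprinted fluorescence ratio check between 0.5 and 1.5, limit read from the data, passing the limit was not always enough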;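 note: 0% = enzyme with substrate and 100% = substrate without enzyme; some results filed as inactive read as strong as hits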
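Test system: Human Csn5 produced in HEK293T cells | Compound: 12.5 µM single point | Times: 90 min, room temperature | Signal: Fluorescence polarization readout | Read-out basis: % inhibition of substrate cleavage by Csn5 | Controls: no-enzyme wells high, enzyme-with-substrate wells low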
Rin1 Abl inh – inhibitors of Rin1-Abl protein binding, primary screen, biochemical, TR-FRET; inhibition, % at 7.35 µM; AID 588664, 2011; 360,000 compounds, 0.4% hits; Tyrosine-protein kinase ABL1 (Homo sapiens) + Ras and Rab interactor 1 (Homo sapiens), …; in the data active = inhibition above about 5%, passing the limit was not always enough
NadD inh – inhibitors of S. aureus NadD, primary screen, biochemical, colorimetric, uHTS. 360,000 compounds, 0.78% hits. inhibition, % at 20 µM. purified NadD enzyme, colorimetric absorbance read-out; in the data active = inhibition above about 26%; note: some compounds past the cut are filed as inactive
Numbers without * were called inactive; i = inactive; x = not tested or not shown; + = active, no number; & = joins results of further samples.

SMILES | MT1-MMP act inh | MLLE-PAM2 inh | Rpn11 inh | FAS-TE inh | Neddyl block | SKN-1 inh | CSN inh | Rin1 Abl inh | NadD inh
CC(C)C[C@@H](CC#N)N1CCN(CCc2ccccc2)CCC1=O | -4 | -4 | i | -7 | i | 2 | -5 | 2 | -3
Cc1ccc(NCCC(=O)c2ccc(Cl)c(Cl)c2)cc1 | 2 | 7 | i | 5 | i | 6 | 6 | 3 | 3
O=C(Nc1ccc(OC(F)(F)F)cc1)c1ccccc1-n1cnnn1 | 2 | 3 | i | 4 | i | 6 | 3 | 2 | -3
CCOC(=O)c1c(C)[nH]c(C(=O)OCC(=O)c2ccccc2)c1C | -1 | 4 | i | 9 | i | 8 | -3 | -2 | -5
COc1ccccc1N(C)S(=O)(=O)c1ccc(C)c(C(=O)NCc2ccccn2)c1 | 0 | -8 | i | -3 | i | 12 | -4 | 0 | -3
CCCCOc1ccc(S(=O)(=O)n2c(C)nc3ccccc32)cc1 | 3 | -17 | i | 18 | i | 0 | -2 | -3 | -5
O=C(c1ccc(Cl)cc1)N1CCC(O)(CSc2ccccc2)CC1 | -2 | 8 | i | 4 | i | -12 | 4 | 0 | -5
O=C(Nc1ccccc1Cl)ON=C1c2ccccc2-c2ccccc21 | -4 | 3 | i | -19 | i | 10 | 4 | -2 | -10
COc1ccc(N2CCN(C(=O)c3ccc(S(=O)(=O)N4CCOCC4)cc3)CC2)cc1 | 13 | 3 | i | -7 | i | -2 | 4 | 1 | 2
COc1ccccc1-c1coc2cc(O)cc(O)c2c1=O | 8 | 12 | i | -2 | i | -16 | 9 | 2 | -2
Cc1cc(Cl)ccc1NC(=O)CN1C(=O)NC2(CCCC2)C1=O | 0 | -12 | i | -2 | i | 2 | 1 | 2 | 6
O=C(Nc1ccc(S(=O)(=O)N2CCCCC2)cc1)c1ccc(CN2CCc3ccccc3C2)cc1 | 8 | 2 | i | 15 | i | 1 | 3 | 2 | 9
O=C(OCc1nnc(-c2ccc(Cl)cc2)o1)c1ccc(O)cc1 | 2 | 8 | i | 10 | i | 9 | 3 | 5 | -2
COCCNC(=O)C1Cc2cc(S(=O)(=O)N3CCCC3)ccc2N1C(C)=O (centres undefined) | -3 | 15 | i | -5 | i | -12 | 4 | -1 | -2
COc1ccc2nc(C)cc(N3CCC(C(N)=O)CC3)c2c1 | -12 | 1 | i | -4 | i | 2 | -13 | -4 | 2
NC(=S)NN=C1CCCCCCCCCC1 | -3 | 10 | i | 3 | i | 11 | -1 | 0 | 14
CC1CCc2sc(C(=O)Nc3nnc(SCc4ccc(F)cc4)s3)cc2C1 (centres undefined) | -3 | -37 | i | -4 | i | -4 | 3 | -4 | 9
CC(C)(C)OC(=O)CNC(=O)c1[nH]cnc1C(=O)NC1CCNCC1 | 3 | 0 | i | -10 | i | 16 | 3 | 2 | 3
O=C(Nc1cc(C(F)(F)F)ccc1Cl)c1cccc(N2C(=O)CCC2=O)c1 | -2 | -1 | i | 1 | i | 7 | -3 | 3 | -6
CCC(C)(C)n1nnnc1C(c1cccs1)N1CCCCC1 (centres undefined) | -5 | 0 | i | 0 | i | 1 | -9 | 5 | -8
N#Cc1cc2c(nc1SCc1cccc(Cl)c1)CCCCC2 | -8 | 2 | i | 16 | i | 7 | -2 | 1 | 12
Cc1cc(OCC(=O)NC2CCN(Cc3ccccc3)CC2)c2c(C)cc(=O)oc2c1 | 0 | -8 | i | 5 | x | -9 | 1 | 0 | -9
CCC1(C2=CCCCC2)C(=O)NC(=S)N=C1N (centres undefined) | 3 | 15 | i | -6 | i | 26 | 7 | -2 | 2
CCCC(C)C(=O)Nc1cc([N+](=O)[O-])ccc1F (centres undefined) | 2 | 1 | i | 31 | i | -8 | -4 | 2 | -3

9 compounds already listed, arranged by count of non-hydrogen atoms, lowest first:
SMILES | MT1-MMP act inh | MLLE-PAM2 inh | Rpn11 inh | FAS-TE inh | Neddyl block | SKN-1 inh | CSN inh | Rin1 Abl inh | NadD inh
NC(=S)NN=C1CCCCCCCCCC1 | -3 | 10 | i | 3 | i | 11 | -1 | 0 | 14
CCC1(C2=CCCCC2)C(=O)NC(=S)N=C1N (centres undefined) | 3 | 15 | i | -6 | i | 26 | 7 | -2 | 2
CCCC(C)C(=O)Nc1cc([N+](=O)[O-])ccc1F (centres undefined) | 2 | 1 | i | 31 | i | -8 | -4 | 2 | -3
COc1ccc2nc(C)cc(N3CCC(C(N)=O)CC3)c2c1 | -12 | 1 | i | -4 | i | 2 | -13 | -4 | 2
O=C(OCc1nnc(-c2ccc(Cl)cc2)o1)c1ccc(O)cc1 | 2 | 8 | i | 10 | i | 9 | 3 | 5 | -2
CC(C)(C)OC(=O)CNC(=O)c1[nH]cnc1C(=O)NC1CCNCC1 | 3 | 0 | i | -10 | i | 16 | 3 | 2 | 3
COCCNC(=O)C1Cc2cc(S(=O)(=O)N3CCCC3)ccc2N1C(C)=O (centres undefined) | -3 | 15 | i | -5 | i | -12 | 4 | -1 | -2
Cc1cc(OCC(=O)NC2CCN(Cc3ccccc3)CC2)c2c(C)cc(=O)oc2c1 | 0 | -8 | i | 5 | x | -9 | 1 | 0 | -9
O=C(Nc1ccc(S(=O)(=O)N2CCCCC2)cc1)c1ccc(CN2CCc3ccccc3C2)cc1 | 8 | 2 | i | 15 | i | 1 | 3 | 2 | 9

(cont.)
SMILES | MT1-MMP act inh | MLLE-PAM2 inh | Rpn11 inh | FAS-TE inh | Neddyl block | SKN-1 inh | CSN inh | Rin1 Abl inh | NadD inh
Cc1ccc(Cl)cc1N1CCN(C(=O)Cc2cn(C)c3ccccc23)CC1 | -9 | 6 | i | 19 | i | 15 | 10 | -6 | 2
CC1=NN(C(=O)c2ccc(Cn3nc(C)c(Br)c3C)cc2)C(O)(C(F)(F)F)C1 (centres undefined) | 3 | 8 | i | 7 | i | -1 | -7 | 0 | -7
O=C(c1cccc(S(=O)(=O)Nc2cccc(C(F)(F)F)c2)c1)N1CCOCC1 | 2 | -6 | i | -3 | i | -13 | 3 | -4 | -4
CCNc1ccc(N=Nc2c(C)n(C)n(-c3ccccc3)c2=O)cc1 | 8 | -24 | i | -3 | i | 0 | 10 | -4 | 1
Cn1nc(C(F)(F)F)c(/C=N/OC(=O)c2ccccc2)c1Sc1ccc(Cl)cc1 | -18 | -2 | i | 24 | i | 12 | 4 | -4 | 1
C#CC(C)OCC1CNC(=S)O1 (centres undefined) | 0 | -49 | i | -6 | i | 4 | 2 | -3 | -3
COc1cccc(CSc2ccc(S(=O)(=O)N3CCOCC3)cc2C(=O)NCC2CCCO2)c1OC (centres undefined) | -1 | -2 | i | 0 | i | -2 | -8 | -1 | -3
C[C@@H]1CCCCO[C@H](CN(C)C(=O)Cc2ccccc2)[C@@H](C)CN([C@H](C)CO)C(=O)c2cc(NC(=O)Nc3ccccc3)ccc2O1 | 2 | -7 | i | 6 | i | 7 | 0 | 0 | 12
CC(=O)Nc1c(N)c2ccccc2oc1=O | 0 | -1 | i | -4 | i | 6 | -6 | 3 | 2
CC(=O)Nc1cccc(NC(=O)CCc2ccccc2)c1 | 7 | 1 | i | -3 | i | -20 | 0 | 0 | 0
CC1C2C(C)N(C)C(=O)N(C)C2N(C)C(=O)N1C (centres undefined) | -6 | 53* | i | -11 | i | -27 | -13 | 3 | 3
COc1ccc(/C=N/NC(=O)c2cccc(C(=O)N/N=C/c3ccc(OC)cc3)n2)cc1 | -8 | -46 | i | 2 | x | 7 | 0 | 0 | 5
O=C1NC(c2ccccc2)=C(c2nc3ccccc3s2)C(c2ccccc2)N1 (centres undefined) | -11 | 6 | i | 15 | x | 4 | -5 | 1 | 4
CCCOC(=O)c1ccc(NC(=O)CSC2=Nc3ccccc3C3CC=NN23)cc1 (centres undefined) | 2 | -8 | i | -25 | i | 3 | 2 | 1 | -1
COCCn1c(SCC(=O)N2CCOCC2)nnc1-c1ccncc1 | 1 | 6 | i | -5 | i | 6 | -2 | 2 | 1
CN1CCN(Cc2nc3ccccc3n2C)CC1CCO (centres undefined) | 0 | 3 | i | -8 | i | 10 | 3 | -2 | -5
Cc1ccc(-n2[nH]c(C)c(/C=N/c3cccc(C)n3)c2=O)cc1 | 2 | 14 | i | 3 | i | -2 | 5 | 0 | -6
COc1ccc(C(C(=O)NC2CCCC2)N(C(=O)c2ccco2)c2ccc3c(c2)OCO3)cc1OC (centres undefined) | 2 | 6 | i | 12 | i | 10 | 4 | 1 | 1
CC(=O)Nc1ccc(Nc2nc(C)cc(C)n2)cc1 | 1 | -6 | i | 0 | i | -3 | 1 | 1 | -2
O=C(Nc1cccc(S(=O)(=O)NC2=NCCCCC2)c1)c1cc(-c2ccco2)nc2ccccc12 | -1 | -22 | + | 4 | i | 7 | 51 | 3 | 46*
N#Cc1c2c(c(Nc3ccc(F)cc3)n3c1nc1ccccc13)CCCC2 | -7 | 3 | i | 3 | x | -9 | 0 | -2 | 7
Clc1ccc2nsnc2c1NC1=NCCN1 | 2&3 | -4&12 | i | -6&-4 | i | -5&1 | 1&-3 | -1&-3 | 3&2
COc1nnc(-c2ccc(C)c(S(=O)(=O)N(C)C)c2)c2ccccc12 | 0 | -7 | i | 5 | i | 9 | 2 | -1 | -5
Cc1cccc(N2CC(C(=O)OCc3ccc([N+](=O)[O-])cc3)CC2=O)c1 (centres undefined) | 1 | 8 | i | 35 | i | -4 | 4 | -5 | -8
COc1ccc(C(CNC(=O)Cn2c(=O)oc3ccccc32)N(C)C)cc1 (centres undefined) | -6 | 9 | i | -6 | i | -18 | 4 | -7 | -1
COCCNC(=O)c1c[nH]c2ccc(S(=O)(=O)Nc3ccc(F)cc3F)cc2c1=O | 0 | 3 | i | -2 | i | 4 | -1 | -1 | -6
Cc1cccc(/C=N/NC(=O)Cn2nnnc2N)n1 | 1 | 1 | i | -5 | i | 11 | 4 | 2 | -3

A few values from above.
MLLE-PAM2 inh with `O=C1NC(c2ccccc2)=C(c2nc3ccccc3s2)C(c2ccccc2)N1` (centres undefined) is entered as 6
SKN-1 inh with `Cc1cccc(N2CC(C(=O)OCc3ccc([N+](=O)[O-])cc3)CC2=O)c1` (centres undefined) is entered as -4
